pPAFAH FP inh = inhibitors of human plasma PAF acetylhydrolase (pPAFAH); recombinant pPAFAH, FP-rhodamine probe fluorescence polarization; inhibition, % at 3.39 µM; 330,000 compounds, 1.5% hits; AID 463082;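 active = inhibition above the mean inhibition across the screen plus 3 SD, cut at about 25% in these data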;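 note: inhibitors block binding of the rhodamine activity-based probe so polarization drops; 0% = enzyme with DMSO and 100% = wells lacking pPAFAH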
GLD-1 RNA inh = GLD-1-TGE RNA interaction inhibition (C. elegans) | purified GLD-1 + fluorescein TGE RNA, fluorescence polarization | Q17339 | inhibition, % at 5.96 µM | 320,000 compounds, 0.44% hits;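 active = percent inhibition above a per-plate cutoff, the plate mean of test compounds plus 3 SD, cut at about 30% in these data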;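 note: 0% = DMSO wells with GLD-1 and probe and 100% = wells lacking GLD-1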
PAFAH1B2 FP inh = inhibitors of human PAFAH1B2; P68402; recombinant PAFAH1B2, FP-rhodamine activity probe, fluorescence polarization; inhibition, % at 3.39 µM; 340,000 compounds, 1.2% hits;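 active = inhibition above the mean of all tested compounds plus 3 SD, cut at about 24% in these data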;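 note: 0% = enzyme with DMSO and 100% = wells lacking PAFAH1B2; many of its hits are not listed in these tables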
PME-1 primary = PME-1 (human) inhibition; Q9Y570; recombinant PME-1, FP-Rh probe fluorescence polarization; inhibition, % at 5.9 µM; 320,000 compounds, 0.53% hits;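 active = inhibition above the campaign mean of all compounds plus 3 SD, cut at about 26% in these data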;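 note: competitive labeling of PME-1 active site by serine hydrolase directed probe; 0% = PME-1 with DMSO and 100% = wells lacking PME-1 enzyme; inhibitors block probe labeling so polarization falls and inhibition rises; many of its hits are not listed in these tables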
MCL1 BIM primary = MCL1-BIM-BH3 interaction inhibition (human) | Q07820 | GST-MCL1 / FITC-Bim-BH3 fluorescence polarization | inhibition, % at 10.9 µM | 320,000 compounds, 0.68% hits | AID 2057;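 active = inhibition above the mean inhibition of all tested compounds plus 3 SD, set per campaign, cut at about 40% in these data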;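 note: 0% = DMSO wells and 100% = unlabeled Bim-BH3 peptide control; higher means more loss of mP so more displacement of Bim peptide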
MEX-5 binding = C. elegans MEX-5 TCR-2 RNA binding activity; 300,000 compounds, 0.38% hits; AID 1832; MEX-5/FITC-TCR2 RNA binding, fluorescence polarization; stronger effect = lower value; activity score (negative = inhibition of binding), % at 10 µM;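 active = inhibition past about -25% in most replicates, and total fluorescence under double the plate's negative control median, limit read from the data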;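 note: 0% = DMSO and -100% = 5 µM competing unlabeled TCR2 RNA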
BCLXL inh = inhibitors of human Bcl-xL; Q07817; GST-Bcl-xL / FITC-Bim BH3 peptide fluorescence polarization; inhibition, % at 10.9 µM; 320,000 compounds, 0.7% hits;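 active = inhibition above the mean of all tested compounds plus 3 SD, cutoff set per campaign, cut at about 30% in these data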;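 note: 0% = DMSO wells and 100% = unlabeled Bim-BH3 peptide competitor; inhibitors lower millipolarization by displacing the labeled peptide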
Target sequence (Q07817 whole entry, looked up): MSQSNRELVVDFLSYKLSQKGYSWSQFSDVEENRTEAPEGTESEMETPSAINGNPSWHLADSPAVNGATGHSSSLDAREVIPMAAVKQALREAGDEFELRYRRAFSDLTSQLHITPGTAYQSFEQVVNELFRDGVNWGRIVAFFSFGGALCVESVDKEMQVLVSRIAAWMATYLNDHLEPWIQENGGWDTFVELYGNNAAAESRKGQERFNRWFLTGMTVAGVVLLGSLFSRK
AHR activator = activators of human aryl hydrocarbon receptor. AHR-responsive luciferase reporter cells, luminescence. activation, % at 5 µM. 320,000 compounds, 2.5% hits. AID 2796; in the data active = activation above about 47%;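 note: 0% = vehicle wells and 100% = reference agonist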
Target sequence (P35869 whole entry, looked up): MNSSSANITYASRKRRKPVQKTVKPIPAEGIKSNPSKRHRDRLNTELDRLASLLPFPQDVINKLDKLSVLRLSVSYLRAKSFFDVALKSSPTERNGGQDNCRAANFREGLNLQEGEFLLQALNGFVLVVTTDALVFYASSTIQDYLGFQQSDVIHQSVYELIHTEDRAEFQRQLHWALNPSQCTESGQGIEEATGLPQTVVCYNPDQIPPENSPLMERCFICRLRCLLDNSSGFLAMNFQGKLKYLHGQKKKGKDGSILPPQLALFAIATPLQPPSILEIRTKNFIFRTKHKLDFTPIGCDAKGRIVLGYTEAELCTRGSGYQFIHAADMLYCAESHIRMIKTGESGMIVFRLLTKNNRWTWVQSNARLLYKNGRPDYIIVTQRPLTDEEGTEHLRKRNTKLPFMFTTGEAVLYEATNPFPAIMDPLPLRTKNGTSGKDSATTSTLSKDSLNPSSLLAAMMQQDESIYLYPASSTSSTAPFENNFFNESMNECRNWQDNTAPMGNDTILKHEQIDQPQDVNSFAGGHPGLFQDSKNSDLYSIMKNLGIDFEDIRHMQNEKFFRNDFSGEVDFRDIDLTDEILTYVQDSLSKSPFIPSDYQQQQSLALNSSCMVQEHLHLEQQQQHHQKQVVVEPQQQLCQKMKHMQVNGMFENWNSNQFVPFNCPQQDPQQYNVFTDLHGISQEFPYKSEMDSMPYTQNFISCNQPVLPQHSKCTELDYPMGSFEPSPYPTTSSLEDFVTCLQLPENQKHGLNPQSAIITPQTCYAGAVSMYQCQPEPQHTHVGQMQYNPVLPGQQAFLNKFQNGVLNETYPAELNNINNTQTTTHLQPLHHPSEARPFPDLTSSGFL
Fam108B inh = counter-screen for RBBP9 inhibitors: inhibitors of mouse Fam108B; recombinant Fam108B, FP-Rh probe fluorescence polarization; inhibition, % at 9.51 µM; 300,000 compounds, 0.33% hits; AID 1947;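 active = inhibition above the screen mean inhibition plus 3 SD, computed separately per campaign, cut at about 18% in these data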;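 note: inhibitors lower polarization as less probe binds the enzyme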
Numbers without * were called inactive; . = not tested or not shown.

SMILES	pPAFAH FP inh	GLD-1 RNA inh	PAFAH1B2 FP inh	PME-1 primary	MCL1 BIM primary	MEX-5 binding	BCLXL inh	AHR activator	Fam108B inh
COc1ccc(CCNC(=O)Cn2nnc(C(=O)Nc3cc(C)ccc3C)c2N)cc1OC	5.9	4.5	2.3	3.8	-4.8	1.5	-1.4	12.0	1.0
COc1ccccc1CCCNC(=O)C1CCC(=O)N(CCc2cccc(F)c2)C1 (stereo not given)	2.8	-5.0	9.9	-1.9	5.5	1.5	1.4	-0.3	-1.0
C#CCOCCOCCOCCNc1nc(N2CCN(C(=O)[C@H]([C@@H](C)CC)n3cc(CCCCN)nn3)CC2)nc(N2CCN(C(=O)[C@H](C)n3cc(CCC(=O)O)nn3)CC2)n1	2.1	2.7	10.1	-1.0	5.5	-0.2	-0.9	-0.5	-2.0
COc1ccc(C(=O)Nc2ccnn2C2CCN(C(=O)C3CCOC3)CC2)cc1 (stereo not given)	3.6	2.7	3.0	-6.9	-8.0	0.6	0.6	-3.2	3.8
Cc1ccc(C(=O)COc2ccccc2C(=O)Nc2ccccc2)cc1	2.2	0.8	3.0	2.2	6.3	-1.3	4.6	1.5	-2.8
Cc1ccc(C)c(-n2ccnc2SCC(=O)O)c1	3.8	1.2	1.6	2.4	-2.4	-1.4	2.4	1.8	-0.7
CC(C)(C)c1ccc(OCC(O)CN2CCOCC2)cc1 (stereo not given)	4.4	-2.8	2.6	1.7	-3.3	.	5.3	-0.5	-1.0
CCOc1ccc(NS(=O)(=O)c2ccc(C(=O)N3CCCC3)cc2)cc1	25.2*	-0.5	1.4	4.0	2.6	-0.3	-1.9	2.1	-4.6
COc1ccccc1C(=O)NC(=O)CSc1nncn1C(C)C	0.5	2.0	-0.3	4.6	0.9	-2.6	1.8	3.6	2.1
CCc1c(C(C)=O)oc2ccc3c(C)cc(=O)oc3c12	1.3	4.6	2.5	5.5	-4.0	0.6	-1.1	-2.6	-1.5
Cc1cc(OCc2nc(-c3cccnc3)no2)c(C)cc1Br	0.5	3.7	4.6	2.1	6.8	-0.3	7.0	2.0	2.5
CCCCn1c(N)c(N(CCOC)C(=O)C2CCN(C(=O)c3ccc(F)cc3)CC2)c(=O)[nH]c1=O	-2.3	-6.2	0.3	-0.6	1.6	0.3	2.4	-1.1	-0.2
CCCC[C@@H](CNC)NC[C@H](NCCCCC1CCCCC1)C(C)C	2.3	2.7	1.6	2.5	6.8	-2.5	0.5	-3.1	-1.5
O=Cc1cn(-c2ccccc2)nc1-c1cc2ccccc2oc1=O	4.7	-2.8	-6.5	1.7	4.7	-1.6	5.8	2.3	-2.2
O=C(Cn1cnc2scc(-c3ccccc3)c2c1=O)N1CCOCC1	1.7	1.2	-3.3	-1.7	-0.9	-0.2	1.9	-2.3	4.1
CCOc1ccccc1NC(=O)CSc1nc(=O)n(CCN2CCOCC2)c2c1CCCC2	-0.6	-4.3	4.7	-0.2	0.9	-2.6	4.3	4.6	0.3
O=C(CSc1nnnn1C1CCCC1)NCc1ccccc1	0.8	3.5	-3.2	-0.8	3.4	1.0	2.3	0.9	0.6
CC(=O)c1cccc(S(=O)(=O)NCCCN2CCOCC2)c1	-2.0	4.6	-1.8	2.2	5.1	.	2.0	-0.3	.
CCn1c2ccccc2c2cc(NC(=O)CNCC3CCCO3)ccc21 (stereo not given)	3.9	4.4	-4.4	-1.6	0.1	-0.8	-0.5	45.0	7.1
O=C1c2ccccc2C(=O)N1CCCCN(C(=O)c1cc2ccccc2oc1=O)c1ccc(F)cc1F	4.3	1.3	0.8	4.1	-0.7	1.8	1.4	22.5	-1.4
CC(=O)C[C@H](O)CC(=O)[C@H]1OC(=O)CCCCCCCCc2ccccc21	-1.3	4.0	37.2*	.	.	.	.	-1.7	.
COc1ccc(/C=C/c2onc(C)c2S(=O)(=O)N2CCC(C(=O)N3CCCCCC3)CC2)cc1	5.0	4.1	2.4	1.6	5.6	0.4	2.3	-1.4	-2.4
COC(=O)C1C(=O)c2c([nH]c(C(=O)OC3CCCC3C)c2C)CC1C (stereo not given)	4.5	0.8	2.2	1.5	3.7	-0.8	9.0	18.7	0.1
COc1ccc(N2C(=O)NC(NS(=O)(=O)c3ccc(Cl)cc3)(C(F)(F)F)C2=O)cc1 (stereo not given)	7.5	6.8	4.1	-3.9	2.7	-1.2	3.1	-1.1	0.1
CN(c1ccc(C(=O)NCCSCc2ccccc2)cc1)S(=O)(=O)c1ccccc1	7.9	3.0	12.2	-4.8	3.8	0.4	-1.7	0.1	-10.9
COc1ccc(S(=O)(=O)N2CCCC(C(=O)Nc3ccc(NC(=O)c4ccccn4)cc3)C2)cc1 (stereo not given)	2.2	3.8	-1.1	3.9	2.7	-2.3	1.2	-3.0	-2.8
Cc1nn(-c2ccccc2)c2sc(C(=O)c3c(N)n(C)c(=O)n(C)c3=O)cc12	-7.8	-0.3	0.9	-9.5	-6.2	-4.5	-7.2	14.2	2.8
CCc1nc2ccccc2c(NC(=O)CN2CC(C)CC(C)C2)c1C (stereo not given)	-2.1	7.2	-2.6	-2.6	7.1	1.2	3.2	3.8	3.4
COc1ccccc1N1CC(C(=O)Nc2ccccc2N2CCCC2)CC1=O (stereo not given)	2.0	2.1	7.5	3.8	5.9	2.1	3.2	2.9	-0.4
Nc1nc(SCc2cccc([N+](=O)[O-])c2)n[nH]1	2.8	-0.6	3.7	1.4	10.3	-4.0	3.1	0.5	3.0
NC(=O)CC(NC(=O)Cc1ccc(Cl)cc1)c1ccc(NC2CCCCC2)c([N+](=O)[O-])c1 (stereo not given)	7.6	-0.1	7.5	3.3	4.3	0.5	12.3	0.3	0.2
C[n+]1cn(Cc2ccc(C#N)cc2)c2ccccc21	-0.7	-1.3	7.6	4.8	-8.8	0.7	1.3	-0.3	2.7
Cc1ccc(C(=O)NC2CCN(S(=O)(=O)c3ccc(C)cc3)CC2)cc1	1.5	9.0	-0.3	-0.2	-3.8	-2.8	3.4	0.5	0.0
CN1CCN(C(=O)/C=C/c2ccc([N+](=O)[O-])cc2)CC1	-0.7	4.3	2.8	-2.8	8.2	2.9	5.6	2.2	3.2
O=C(COc1ccc(Cl)cc1)NCc1nnc(SCC(=O)N2CCCCC2)o1	6.7	-4.9	5.3	2.2	-5.2	-1.7	-1.4	-0.6	3.3
CN1CCN(CCCNC(=O)c2cc3c(-c4ccc(Cl)cc4)nn(C)c3s2)CC1	-1.9	0.8	6.7	-8.8	8.3	-0.8	-1.1	97.8*	-7.3
CCOC(CNC(=O)C(=O)Nc1cc2c3c(c1)CCC(=O)N3CCC2)OCC	5.5	6.0	1.0	-4.7	8.8	1.0	5.0	2.4	-0.2
O=C(NC1CCCCC1)C(c1ccco1)N(Cc1cccs1)C(=O)Cn1nnc2ccccc21 (stereo not given)	-6.0	5.6	1.5	1.8	1.4	.	1.2	1.7	-2.1
COCC(=O)Nc1ccc(N2CCCC2)c(S(=O)(=O)Nc2ccccc2OC)c1	-0.2	1.1	-4.5	1.9	2.6	.	4.4	1.7	.
COc1ccccc1C(=O)COC(=O)CN1C(=O)C2CC=CCC2C1=O (stereo not given)	1.1	1.1	1.1	1.2	-6.5	1.0	-3.4	3.2	0.4
CN(C(=O)C1CCCCN1S(=O)(=O)c1ccccc1)c1ccccc1 (stereo not given)	7.5	-0.3	10.4	.	.	.	.	3.7	.
COc1ccc(N=N/C(C(C)=O)=C(/C)O)cc1	-2.6	0.3	-0.5	-0.4	5.3	-10.3	2.1	-1.4	-0.4
C/C(=N\N=C(N)N)c1ccc(Cl)c(Cl)c1	1.7	3.5	2.9	2.2	10.6	-3.8	6.9	17.7	0.4
Cc1ccccc1C(=O)Nc1ccc(C(=O)O)cc1NC(=O)c1ccccc1C	1.8	-5.5	3.6	-4.6	-0.8	0.0	2.4	3.0	2.7
CCn1c(-c2ccc3[nH]c(C)c(C)c3c2)n[nH]c1=S	4.2	8.6	-0.8	3.8	-7.9	-3.0	-8.3	-1.6	7.2
CC(=O)C1C(=O)CC(C)(O)C(C(C)=O)C1c1ccc(N(C)C)cc1 (stereo not given)	-0.5	0.5	2.7	-16.5	3.0	-4.0	4.9	-1.1	5.9
O=C(O)CCc1ccc(-c2ccc(F)cc2)n1NC(=O)c1ccco1	6.6	-8.3	-0.8	-0.7	4.3	0.3	4.1	-1.7	-1.1
Cc1cc(C(=O)CN2C(=O)NC(c3ccccc3)(c3ccccc3)C2=O)c(C)n1Cc1ccccc1	7.1	-1.3	0.3	-10.7	-2.6	3.3	-6.1	2.3	-2.6
Cc1nn(Cc2c(Cl)cccc2Cl)c(C)c1N	-1.5	-3.3	0.6	1.4	1.8	2.3	0.6	0.2	0.7
C=C1CCN([C@H](C(=O)OCc2cccc(C)c2)C(C)C)S(=O)(=O)c2ccccc21	2.9	-0.3	-7.3	1.8	-1.9	4.0	0.5	2.0	-1.8
Continued.
SMILES	pPAFAH FP inh	GLD-1 RNA inh	PAFAH1B2 FP inh	PME-1 primary	MCL1 BIM primary	MEX-5 binding	BCLXL inh	AHR activator	Fam108B inh
COCc1cccc(C2=CC(=O)C[C@H](c3ccc(OC)cc3)C2)c1	1.0	3.6	2.0	5.4	-1.3	.	2.1	3.0	.
COc1ccc(-c2noc(COc3ccc(C)c(C)c3)n2)cc1OC	1.5	11.1	2.6	-10.2	-5.0	-0.7	-0.6	18.4	-7.1
COC(=O)c1ccc(CSc2n[nH]c(C)n2)o1	6.6	8.9	5.2	-3.7	-0.7	-0.1	0.6	0.6	-0.6
CSc1ccc(S(=O)(=O)NCC(=O)OCC(=O)N2CCC(C)CC2)cc1[N+](=O)[O-]	9.2	-1.2	12.0	1.1	-1.3	.	1.8	-1.0	.
CCCCNC(=O)CSc1ccc(S(=O)(=O)N2CCOCC2)cn1	-5.6	-1.5	3.3	-3.2	-0.6	.	1.7	-0.3	.
Cc1cc(C)n(CC(O)COc2ccc(Cl)cc2)n1 (stereo not given)	-3.1	2.5	8.0	0.5	-6.3	-1.8	-4.4	-2.7	-7.2
CCc1ccc(OCC(=O)N(C)CCC#N)c(Br)c1	-3.8	3.3	2.8	-3.7	-0.6	0.3	-1.6	3.5	-2.7
COc1cccc(C2CC(c3cccs3)Nc3ncnn32)c1 (stereo not given)	4.1	2.7	5.7	-1.1	-1.1	-3.4	10.2	-0.8	1.5
COc1ccccc1NC(=O)Cc1csc(NC(=S)Nc2ccc(C)cc2)n1	5.0	5.2	-5.3	-0.4	9.4	1.1	3.1	10.5	-5.6
COc1ccc(NC(=O)COc2ccc(-c3ccccc3)cc2)cc1	-2.0	-0.2	3.5	-18.8	-5.0	.	-8.6	-1.4	.
CC(C)CC(=O)Nc1cc2c3c(c1)CCN3C(=O)CC2	2.9	3.2	-0.1	-1.2	-0.2	-3.0	3.6	3.4	6.8
Cc1nnc(N2C(=O)c3cccc4cccc(c34)C2=O)s1	2.5	6.1	0.9	5.3	5.6	0.2	9.7	68.0*	-0.6
CN(Cc1ccon1)C(=O)CC1C(=O)NCCN1Cc1cccc(F)c1F (stereo not given)	2.4	9.5	-2.9	-2.5	13.4	-3.5	15.3	-0.4	-1.8
CCOC(=O)/C(=C\c1ccc(OC)c(OC)c1)C(=O)c1cccnc1	-0.3	4.7	2.9	3.1	5.1	1.0	6.1	0.1	-0.1

Bioassay records from PubChem BioAssay.

An excerpt (hit frequency here may not be typical).
